# Bioassay records (PubChem BioAssay)
# mcGAS lum: mouse cGAS inhibition by luminescence; AID 1259399; Q8C6L5; recombinant cGAS, Kinase-Glo ATP depletion luminescence; inhibition, % at 12.5 µM; 160,000 tested, 0.15% active;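 note: 0% = negative control wells and 100% = reference inhibitor with no enzyme activity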
# NPYLR7 agonist: activates Aedes aegypti NPYLR7 receptor; AID 1259423; activation, % at 10 µM; HEK293T NPYLR7/Galpha15, GCaMP6s calcium fluorescence; 270,000 tested, 0.15% active; in the data active = activation above about 40%;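 note: 0% = vehicle and 100% = reference agonist at the receptor; some compounds past the cut are filed as inactive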
# hcGAS lum: blocks human cGAS activity. Q8N884. inhibition, % at 12.5 µM. 290,000 tested, 0.081% active. recombinant h-cGAS, ATP depletion, Kinase-Glo luminescence;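 note: 0% = vehicle reaction and 100% = reaction without DNA for no activity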
# Target sequence (Q8N884 whole entry, looked up): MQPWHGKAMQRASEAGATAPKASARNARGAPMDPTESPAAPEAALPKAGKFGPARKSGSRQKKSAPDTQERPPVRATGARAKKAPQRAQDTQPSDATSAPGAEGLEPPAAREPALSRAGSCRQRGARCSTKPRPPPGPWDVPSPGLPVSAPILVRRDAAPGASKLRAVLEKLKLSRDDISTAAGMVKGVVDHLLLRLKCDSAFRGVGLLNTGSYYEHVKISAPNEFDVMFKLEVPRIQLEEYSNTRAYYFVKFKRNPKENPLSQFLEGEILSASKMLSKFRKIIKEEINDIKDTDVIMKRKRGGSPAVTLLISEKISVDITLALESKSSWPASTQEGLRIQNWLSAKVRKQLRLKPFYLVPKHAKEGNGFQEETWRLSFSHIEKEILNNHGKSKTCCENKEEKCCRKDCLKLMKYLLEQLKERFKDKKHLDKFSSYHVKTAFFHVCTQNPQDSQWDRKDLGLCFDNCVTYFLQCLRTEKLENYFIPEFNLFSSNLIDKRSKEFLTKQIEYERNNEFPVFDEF
# * marks the source's active call; other numbers are inactive results; · = no result given; & = joins results of further samples. Cut-off read from the data, not from the text of the source, unless noted: active = inhibition above about 40%; inactive = the rest. Compounds as they come. About 0.29% of those tested had a hit in this group.
compound,mcGAS lum,NPYLR7 agonist,hcGAS lum
COc1ccc(-c2ccc(=O)n(CCNC(=O)C(C)Oc3ccccc3F)n2)cc1OC (stereo unspecified),-2,-3,-2
COc1ccc(OCCN2CCC(C(=O)NC(c3ccc(Cl)cc3)c3cnccn3)CC2)cc1 (stereo unspecified),-3,6,-1
CCN(C(=O)c1sc(C)nc1-c1ccccc1)C1CCS(=O)(=O)C1 (stereo unspecified),-12,-2,-6
CCn1nnc2c(SCC(=O)NC3CCCCC3)ncnc21,·,0,-6
O=C(Nc1ccc(C2SCC(=O)N2c2ccc3c(c2)OCO3)cc1)c1ccc(C(F)(F)F)cc1 (stereo unspecified),0,-1,3
CCOC(=O)c1cc(-c2cccc(NC(=O)c3ccc4nonc4c3)c2)n(-c2cccc(C)c2)n1,-4,25,-3
COc1ccc(N2CCN(C3CCCN(C(=O)C=C(C)C)C3)CC2)cc1 (stereo unspecified),-9,4,-7
COc1ccc(-n2c(SCc3ccc(C(=O)NCc4ccc(F)cc4)cc3)nnc2-c2ccccc2[N+](=O)[O-])cc1,-5,12,-12
O=C(c1ccc(Cl)cc1)C1CCCN(C(=O)C#Cc2ccccc2)C1 (stereo unspecified),-15,12,-7
NC(=O)C1Cc2ccccc2CN1C(=O)C1CCN(C(=O)c2cccs2)CC1 (stereo unspecified),·,-3,-11
COc1ccc(C(=O)CSc2n[nH]c(-c3ccccc3)n2)cc1,-3,14,-18
COc1ccc(OCc2ccc(-c3nc(C#N)c(NC4CCCCC4)o3)o2)cc1,-2,-2,2
O=C(Nc1ccc(-c2cccc(F)c2)cc1)C1CCCN1Cc1ncc[nH]1 (stereo unspecified),·,-1,-3
N#Cc1cccnc1NCC(c1ccco1)N1CCCCC1 (stereo unspecified),·,1,0
COc1cccc(COCC(=O)N2CCN(c3ccccc3O)CC2)c1,·,4,-7
CCC1(C)NC(=O)N(N=Cc2ccc(N3CCCCC3)s2)C1=O (stereo unspecified),·,-1,-7
Cc1cc(C=NNC(=S)NCCc2ccccc2)c(C)n1CC(C)C,·,1,-4
CCOc1ccc(-c2nc(N(C)CCc3ccccc3)c3ccccc3n2)cc1,-6,5,-5
Nc1ncnc2c1ncn2CCN1CCCCC1,·,5,-6
CCOC(=O)c1nn(-c2ccc(C)cc2)c(=O)cc1OCC(=O)Nc1ccc(F)cc1,·,12,-7
CCSc1nnc(NC(=O)c2ccccc2F)s1,-4,-4,-1
Cc1cccc2[nH]cc(CC(=O)N3CCC(Nc4cccnc4)CC3)c12,·,18,-7
COc1ccc(-c2onc(C)c2C(=O)NCc2ccccc2)cc1,-6,22,-5
Cc1ccc(COc2ccc(/C=C3/N=C(c4ccccc4)OC3=O)cc2)cc1,-7,3,-5
O=C(/C=C/c1ccco1)N1CCCSC1=Nc1ccccc1,-15,-5,-9
N#Cc1c(F)cccc1Oc1ccc(C(=O)O)cc1,·,13,-5
CCSCCNC(=O)c1cc(-c2cc(OC)c(OC)c(OC)c2)nc2ccccc12,4,-7,7
Oc1[nH]c2ccccc2c1N=NC1=NCCCCC1,-9,13,-7
CN=c1scc(C)n1N=Cc1ccc(C#N)cc1,-5,9,-4
Cc1ccc(-n2c(SCc3ccccc3)nnc2C(Cc2ccccc2)NC(=O)c2ccccc2Cl)cc1 (stereo unspecified),-4,20,-3
O=C(Nc1ccc(-n2cccn2)nc1)C1CCCC(C(F)(F)F)C1 (stereo unspecified),·,-4,0
O=C(Nc1cccc(-c2ccco2)c1)C1CCN(C(=O)Cc2ccc3c(c2)OCO3)CC1,-11,-8&20,-4&-6
COc1ccccc1C(=O)N1CCC(C(=O)NC2CCCC[C@H]2NC(=O)c2ccccc2C)CC1 (stereo partly specified),-6,4,-8
Cc1cc(N(C)C2CCCCC2)nc(SCc2cccc(C(=O)N3CCN(C)CC3)c2)n1,-1,-1,-2
CCCCCOc1ccc(C(=O)N[C@H]2CCCC[C@H]2C(=O)OCC)cc1OCCCCC,-4,-2,-4
COc1ccc(Br)c(C(=O)Nc2cc(C(C)(C)C)nn2-c2cc(Cl)ccc2Cl)c1,-4,0,-3
CN(CC(=O)NC1CCCC1)S(=O)(=O)c1cnc[nH]1,0,-5,-2
COc1ccc(-c2nc3cc(C)ccn3c2NC(=O)C(C)C)cc1OC,-4,-3,0
O=C(O)C1(O)CCN(c2ccc(-c3ccccc3)nn2)CC1,·,-8,-6
CCCc1nc(N2CCNCC2)c2c(-c3cccc(C(F)(F)F)c3)noc2n1,·,-6,-4
COc1cccc(Cn2ccnc2CN(Cc2cccnc2)C(=O)c2ccc(C)cc2)c1,-4,6,-2
O=S(=O)(c1cccc(Br)c1)N1CCCC1c1ccc2c(c1)OCCO2 (stereo unspecified),·,-6,-2
Cc1cccc(-c2nc3ccccn3c2NC2CCCCC2)c1,-8,5,-5
Cc1nc(-n2ncc(C#N)c2N=CN(C)C)c2c3c(sc2n1)CCC3,·,2,-5
O=C(CSc1nc2ccccc2[nH]1)Nc1ccccc1F,-7,-7,-11
Cc1cc(C)c2nc(N(CCCn3ccnc3)C(=O)C3COc4ccccc4O3)sc2c1 (stereo unspecified),-7,-10,-7
O=C(NCc1nnnn1-c1cccc(F)c1)c1ccccc1S(=O)(=O)C(F)F,0,-2,3
O=C(COC1CCCCC1)N1CCOC2(CCCC2)C1,·,2,-11
O=C(Cc1ccc(F)cc1)N1CCN(c2cc(Oc3ccc(Cl)cc3F)ncn2)CC1,-2,-13,1
CCC(=O)Nc1cccc(-c2nc3ccc(C)cc3o2)c1,-11,·,-8
COc1ccc(C(=O)N/N=C\c2ccc(N3CCC(c4ccc(C)cc4)=N3)cc2)cc1,-5,-9,-4
Cc1cccc(Cc2nc3c(c(=O)[nH]2)CN(C(=O)Nc2ccc(Cl)cc2Cl)CC3)c1,0,-11,-4
COc1ccc(-c2c(C)nn3c(N4CCCC4)cc(C)nc23)cc1OC,-9,4,-9
N#Cc1ccc(-c2ccc3c(n2)C(=O)N(CC(=O)NCCCN2CCOCC2)C3)cc1,-4,7,-4
CC1=Nc2ccccc2C1=Cc1c(N)n2nc(C3CCCCC3)sc2nc1=O,·,2,-5
CC(Sc1cn[nH]n1)c1ccccc1F (stereo unspecified),·,19,-7

# Of the compounds above, these contain a cyano group:
compound,mcGAS lum,NPYLR7 agonist,hcGAS lum
COc1ccc(OCc2ccc(-c3nc(C#N)c(NC4CCCCC4)o3)o2)cc1,-2,-2,2
N#Cc1cccnc1NCC(c1ccco1)N1CCCCC1 (stereo unspecified),·,1,0
N#Cc1c(F)cccc1Oc1ccc(C(=O)O)cc1,·,13,-5
CN=c1scc(C)n1N=Cc1ccc(C#N)cc1,-5,9,-4
Cc1nc(-n2ncc(C#N)c2N=CN(C)C)c2c3c(sc2n1)CCC3,·,2,-5
N#Cc1ccc(-c2ccc3c(n2)C(=O)N(CC(=O)NCCCN2CCOCC2)C3)cc1,-4,7,-4

# New compounds follow
# Results follow in this order: mcGAS lum	NPYLR7 agonist	hcGAS lum
Cc1nnc(NC(=O)CC2CSc3nc4c(cnn4-c4ccc(F)cc4)c(=O)n32)s1 (stereo unspecified)
→ -7	0	-10
O=C(c1ccccc1-c1ccc(C(F)(F)F)cc1)N1CCCC1c1ccncc1 (stereo unspecified)
→ -6	-10	-2
CN(C(=O)Cn1nc2n(c1=O)CCCCC2)C1CCCCC1
→ -5	·	-8
CCNC(=O)CSc1ccc(S(=O)(=O)N2CCCCCC2)cn1
→ ·	-7	-5
CN1CCCn2nc(C(=O)NC3COC4(CCCC4)C3)cc2C1 (stereo unspecified)
→ ·	17	2
Cc1ccc(S(=O)(=O)Nc2cc(-c3ccccc3)nn2C2CCS(=O)(=O)C2)cc1 (stereo unspecified)
→ -8	0	-8
O=S(=O)(Cc1ccccc1)NC1(c2ccccc2)CCC1
→ -15	12	-7
Cc1cccc(CC2(NC(=O)C(C)n3ccnc3C(C)C)CC2)c1 (stereo unspecified)
→ ·	12	-5
C=CCNC(=O)Cn1c(CO)cnc1SCc1cccc(C(F)(F)F)c1
→ ·	6	-4
COc1ccc(/C=C2N=C(/C=C/c3ccccc3)OC/2=O)cc1OC
→ ·	2	3
CCC(=O)C1=C(c2cccc([N+](=O)[O-])c2)N(C(=O)CC)n2c(C)nnc2S1
→ ·	3	0
Cc1cccc(C(=O)N2CCC3(CC2)OCCCO3)c1
→ -1	-8	-2
CCN1C(=O)CSC1=C(C#N)C(N)=O
→ ·	4	-8
CC1CC2C(O)CCC(=O)C2C(=O)O1 (stereo unspecified)
→ -6	-7	-5
O=C(NCc1cc(Br)cs1)c1ccc(Cl)o1
→ -6	0&6	-2&-6
Cc1ccc(C(CC(=O)NCCN2CCCCC2)c2cn(C)c3ccccc23)cc1 (stereo unspecified)
→ 1	-2	2
COc1ccc(CN(Cc2ccco2)C(=O)c2ccc(-c3ccccc3)cc2)cc1OS(C)(=O)=O
→ -5	3	-4
Cc1oc2cc(OCC(=O)O)ccc2c(=O)c1-c1ccc2c(c1)OCCCO2
→ -2	-12	-1
CCc1c(C)nc(-n2nc(C)cc2C)n(CC(=O)NCc2ccccc2Cl)c1=O
→ -8	-1	-5
CCn1cc(Cl)c(-c2n[nH]c(=S)n2-c2ccc(S(N)(=O)=O)cc2)n1
→ -8	2	-21
CC(NCc1cccnc1)c1ccc(N2CCN(C)CC2)c(F)c1 (stereo unspecified)
→ ·	0	-10
O=C(c1ccc2c3c(cccc13)CC2)C1CCCN(C(=O)c2ccc3c(c2)OCO3)C1 (stereo unspecified)
→ ·	6	-10
Cc1cc(Br)ccc1NC(=O)CNc1ncnc2ccsc12
→ ·	7	-2
O=C(O)c1cc(-c2cccs2)nn1-c1ccc(F)cc1
→ ·	13	-3
Cc1csc(C2CCN(S(=O)(=O)N3CCCC(C)C3)CC2)n1 (stereo unspecified)
→ ·	4	-10
COc1ccc(Cl)cc1NC(=O)Nc1c(C)nc2sccn2c1=O
→ -7	-2	-8
Cc1cc(C)c(NC(=O)Cn2ncc(=O)c3ccccc32)c(C)c1
→ ·	2	-9
CC(c1ccc(C(=O)NCCc2c[nH]c3ccccc23)o1)N1CCCCC1 (stereo unspecified)
→ ·	-3	-3
COCCCNC(=O)C(NC(=O)c1ccccc1F)C1CCN(C(=O)Cc2ccccc2)CC1 (stereo unspecified)
→ -6	-1	-7
CN(C)c1nc(N)nc(CSC23CC4CC(CC(C4)C2)C3)n1
→ -9	1&11	-13&-11
Cc1cnc(Cn2cnc(-c3ccccc3)c2-c2ccc(-c3ccn[nH]3)o2)cn1
→ ·	17	-4
CC(CNc1nc(-c2ccccc2)nc2c1CCNC2)Oc1cccnc1 (stereo unspecified)
→ -4	0	-1
C=CCNC(=O)CN(C)C1CCN(c2ccc(F)cc2)CC1
→ ·	11	-14
COCc1c(Br)c(C)nc(OCC(=O)N/N=C\c2ccc(I)cc2)c1C#N
→ -7	-5	-5
COC(=O)c1ccc(COC(CN2CCN(C(=O)NCc3ccc(OC)cc3)CC2)c2ccc(Cl)cc2)cc1 (stereo unspecified)
→ -4	-2	0
COCCCN(CC(=O)N(Cc1ccc(F)cc1)Cc1sccc1C)C(=O)Nc1cccc(OC)c1
→ -6	14	-3
CCC1CN(C(=O)c2ccc(-c3cnn(C)c3)nc2)CCN1C(C)C (stereo unspecified)
→ ·	-6	-3
O=C(Cn1c(-c2ccc([N+](=O)[O-])s2)nc2ccccc21)NCCc1cccc(F)c1
→ ·	16	-10
CCn1nc(C)c(CNC2CCN(c3ccc(NC(=O)Cc4ccc(OC)cc4)cc3)CC2)c1C
→ -12	4	-9
COc1ccccc1C(=O)NC1(C(F)(F)F)NC(=O)N(C)C1=O (stereo unspecified)
→ -4	-12	0
O=C(c1csc(CSc2nnc(-c3ccco3)n2-c2ccc(Cl)c(Cl)c2)n1)N1CCC(n2c(=O)[nH]c3ccccc32)CC1
→ -5	·	-6
COc1ccccc1C(NS(=O)(=O)N(C)C(C)C1CC1)c1noc(C)n1 (stereo unspecified)
→ -18	2	-9
Cc1ccccc1C(NC(=O)C1CCN(Cc2ccc(Oc3ccccc3)cc2)CC1)c1ccsc1 (stereo unspecified)
→ -1	10	-2
CCN(C)S(=O)(=O)c1ccc(C(F)(F)F)cn1
→ ·	-3	-6
C=CCn1c(O)c(N=Nc2ccccc2C)c2ccccc21
→ 1	-8	2
COCCCNC(=O)Cn1ncn2c(cc3sccc32)c1=O
→ -4	5	-6
CCc1cc(CNCc2ccc(Oc3cccnc3)c(C)c2)[nH]n1
→ ·	0	-13
CC(C)NC(=O)C1CCN(c2nc3ncn(CC(=O)NC4CCc5ccccc54)c(=O)c3s2)CC1 (stereo unspecified)
→ ·	0	0
CN(c1ccc(Br)cc1)c1ncnc2c1nc1n2CCCCC1
→ ·	0	-5
COc1ccc(C)cc1S(=O)(=O)NCCc1csc2nc(-c3ccc(Cl)cc3)nn12
→ 2	10	8
FC(F)(F)C1CN(c2ncnc3ccsc23)CCO1 (stereo unspecified)
→ -13	·	-3
O=C(NC1CCN(c2ccccc2C(=O)NCCc2ccccc2)CC1)c1ccco1
→ -6	5	-12
Nc1c(C(=O)CSc2nnnn2C2CCCCC2)c(=O)[nH]c(=O)n1C1CC1
→ ·	0	-3
CCC(C)N(Cc1ccccc1OS(=O)(=O)c1ccc(F)cc1)C(=O)NC(C)C (stereo unspecified)
→ -6	26	-7
Cn1cc(C(CC(=O)NC2CC2)c2ccc(Cl)cc2)c2ccccc21 (stereo unspecified)
→ -5	-3	-2
